ATXN2 expr inh = ATXN2 expression inhibition. HEK-293 ATXN2-luciferase reporter, luminescence, 24 h. Potency, µM (doses to about 57 µM), without a hit: at the top dose activity change, negative = inhibition, actives largely listed as inhibitors. hit rate 0.72% among 360,000. AID 1745845; also: potency is read from the fitted curve at half-maximal effect; % is scaled to controls: 0 for no effect and ±100 for the full control effect; nearly all actives have a fitted effect of over 55% in size
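ATXN2-luciferase reporter cells (luciferase flanked by upstream and downstream ATXN2 gene portions) were treated 24 h at 37 °C with compounds at up to 57 uM. SteadyGlo luminescence gave expression; GF-AFC fluorescence gave viability.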
TGFb SMAD3 inh = blocks TGF-b signaling. HepG2 CAGA-GFP TGF-b/SMAD3 reporter, GFP fluorescence, 18 h; TGF-beta stimulated, 500 pg/mL final. Potency, µM (series often up to 46.1 µM), for inactives: at the top dose activity, negative = inhibition, hits mostly inhibitors. hit rate 1.2% among 410,000. AID 588855; also: potency is read from the fitted curve at half-maximal effect; % is scaled to controls: 0 for no effect and ±100 for the full control effect; nearly all actives have a fitted effect of over 65% in size
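Cell-based qHTS in HEPG2 carrying a CAGA-GFP Smad reporter; compounds added before 500 pg/mL final TGF-beta, 18 h incubation at 37 degrees C, GFP fluorescence quantified per cell by imaging cytometry.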
HepG2 tox = HepG2 cytotoxicity, counter-screen for TGF-b inhibitors; HepG2 CAGA-GFP viability, ATP luminescence, 18 h; Potency, µM (top dose mostly 46.1 µM), for the others: top-dose activity change, negative = cytotoxicity, usual class: cytotoxic; hit rate 0.76% among 410,000; also: potency is read from the fitted curve at half-maximal effect; some results filed as inactive show a strong effect at the top dose
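CellTiter-Glo luminescence gave cytotoxicity after 18 hours at 37 degrees C. The cells were HepG2 CAGA-GFP in 1% FBS DMEM, stimulated with 500 pg/mL TGF-beta after compound addition. %Activity was normalised to no-cell wells (complete cell-killing) and DMSO (no toxicity), and curves were fitted and classified.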
MCF10A rereplic = induces DNA re-replication in MCF 10a normal breast cells | hit rate 2.9% among 350,000 | AID 624296 | Potency, µM (top dose mostly 46.1 µM), for inactives: top-dose activity, positive = re-replication, most hits filed as activators | MCF 10A DNA re-replication, Hoechst nuclear intensity, 48 h; also: potency is read from the fitted curve at half-maximal effect; % of control where 0% means no effect; nearly all actives have a fitted effect of over 50% in size
Nrf2 ARE act = activates Nrf2 signaling. AREc32 ARE-luciferase reporter (MCF7-derived line), luminescence, 24 h. Potency, µM (titrated, usually from 46.1 µM), inactives show at the top dose activation, hits mostly activators. hit rate 0.31% among 410,000. AID 624171; also: potency is read from the fitted curve at half-maximal effect; % of control where 0% means no effect; nearly all actives have a fitted effect of over 65% in size
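Luminescent ARE reporter assay in AREc32_Fluc cells: overnight plating at 37 deg C, 24 hr compound incubation, Steady-Glo added, 30 min RT before reading.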
IL1B secr inh = inhibitors of inflammasome signaling (IL-1 beta secretion); THP-1 LPS/ATP IL-1B secretion, AlphaLISA, 16 h; active compounds read low; activity change, % at 57.5 µM; hit rate 4.7% among 360,000; AID 743279; in the data active = activity change below about -50%; inconclusive = mostly about -30% to -49%; also: % is scaled to controls: 0 for no effect and ±100 for the full control effect
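THP-1 cells pretreated 1 hr with compounds (up to 57.5 uM final), then stimulated with LPS (250 ng/mL final) plus ATP (1.25 mM final); secreted IL-1B measured by AlphaLISA after 16 hr, decreased signal indicating inhibition.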
ATXN viability = reduces viability in counter-screen for ATXN expression inhibitors | S2 cells (HEK-293 line with an ATXN2-luciferase reporter) viability, CellTiter-Fluor protease fluorescence, 24 h | Potency, µM (highest dose often 56.7 µM), usual class: cytotoxic | hit rate 0.49% among 400,000 | AID 651635; also: potency is read from the fitted curve at half-maximal effect; nearly all actives have a fitted effect of over 40% in size
Nrf2 block = blocks Nrf2 signaling; hit rate 2.1% among 360,000; A549 ARE-Fluc reporter, luciferase luminescence, 18-24 h; Potency, µM (titrated, usually from 46 µM), without a hit: at the top dose activity change, negative = inhibition, actives largely listed as inhibitors; also: potency is read from the fitted curve at half-maximal effect; % is scaled to controls: 0 for no effect and ±100 for the full control effect; nearly all actives have a fitted effect of over 60% in size
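Reporter: ARE-Fluc in A549. Exposure: 18-24 h, 37 °C, 5% CO2, 5% FBS OPTI-MEM. Readouts: fluorescent cytotoxicity (CellTiter-Fluor), then luminescent Nrf2 signal after BugLite.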
A549 viability = counter-screen for Nrf2 inhibitors: cytotoxicity in A549 cells; A549 ARE-Fluc cells, CellTiter-Fluor viability, 18-24 h; Potency, µM (titrated, usually from 46 µM), inactives show at the top dose activity change, negative = cytotoxicity, hits mostly inhibitors; hit rate 0.16% among 390,000; also: potency is read from the fitted curve at half-maximal effect; % is scaled to controls: 0 for no effect and ±100 for the full control effect
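A549 ARE_Fluc cells in 5% FBS OPTI-MEM were exposed to compounds in concentration-response for 18-24 h at 37 deg C. Viability was read by CellTiter-Fluor fluorescence (Ex 405/Em 525) after 30 min, before the luciferase read.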
An asterisk follows results filed as active; i = inactive; ? = inconclusive; . = not tested or not shown; & = joins results of further samples; [ ] = dose if it differs, or a comment. Unless noted, calls follow the shape of the dose curve; as a rule, active = well fitted curve in the direction sought with a large enough effect; inconclusive = small, poorly fitted or top-dose-only effect, or another doubt; inactive = no such curve, though single readings can be large; an effect the other way counts as inactive or inconclusive. An excerpt. The share of hits here may be higher or lower than overall.

Value order: ATXN2 expr inh, TGFb SMAD3 inh, HepG2 tox, MCF10A rereplic, Nrf2 ARE act, IL1B secr inh, ATXN viability, Nrf2 block, A549 viability
> CN1C(=O)C(=Cc2ccc(N3CCCCC3)o2)C(=O)N(C)C1=S
    29%, 37%[activator], -2%, -4%, 0.7%, 1, ?, ., 1%
> Cc1cc(=O)oc2c(C)c(OCC(=O)N3CCN(Cc4ccc5c(c4)OCO5)CC3)ccc12
    -13%, -7%, -8%, 1%, 0.4%, 10, i, -18%, 12%
> CC(C)(O)[C@H]1O[C@H]2CC[C@@]3(C)[C@@](O)(CC[C@H]4Cc5c([nH]c6ccccc56)[C@@]43C)C2=CC1=O
    0%, ?, -25%, ?, 4.6%, -4, ?, -29%, -4%
> O=C(c1ccc2c(c1)OCO2)N1CCC2(CC1)OCCO2
    14%, 5%, -4%, -1%, 0.0%, 63, i, 11%, 16%
> CCOc1ccc(Cc2c(O)[nH]c(=O)[nH]c2=O)cc1
    4%, 0%, 14%, -1%, -1.0%, -8, i, 7%, -7%
> COC(=O)C1=C(c2cccc(C#N)c2)C[C@@H]2CC[C@H]1N2C(=O)NC(C)C
    8%, ?, 3%, 5%, -1.1%, -2, i, -5%, 1%
> O=C(C(=O)N1CCOCC1)c1cn(Cc2ccccc2)c2ccccc12
    -11%, -12%, 6%, 0%, -0.5%, 4, i, 3%, -2%
> Cc1ccc(-n2c(/C=C/c3ccccc3)nc3ccccc3c2=O)cc1Cl
    ., ?, -22%, ., 0.5%, ., ., ., -1%
> NC(=O)CSc1nnc([C@@H](N)Cc2c[nH]c3ccccc23)o1
    4%, 2%, 3%, 3%, 0.7%, 19, i, 3%, 1%
> CSc1nnc(OC(=O)N(C)C)n1-c1ccc(Cl)cc1
    ., -15%, -8%, 4%, 0.4%, 3, i, ?, -25%
> CSc1ccccc1NP1(=O)OCC(C)([N+](=O)[O-])CO1 (centres undefined)
    -4%, 0%, -18%, 0%, -0.3%, 2, i, -19%, -8%
> O=c1c2ccccc2nc(CNCC2CCCO2)n1-c1ccc(F)cc1 (centres undefined)
    -2%, -3%, 4%, -1%, 0.0%, 21, i, 5%, -13%
> COc1nc(C)nc(NC(=O)NS(=O)(=O)c2ccccc2Cl)n1
    -10%, 0%, -20%, 4%, -0.8%, 16, i, 0%, 0%
> COc1ccc(-c2cc(=NCCC(=O)O)c3cc(C)ccc3o2)cc1
    24%, 5%, -29%, -2%, 3.5%, -58*, ., ?, 6%
> O=C1NC(=O)N(c2ccccc2F)C(=O)/C1=C/c1ccc(Sc2nc3ccccc3[nH]2)o1
    -6%, 38%[activator], -10%, ?, 2.4%, -2, i, 0%, ?
> O=P(N1CCCCCC1)(N1CCCCCC1)N1CC1
    0%, 1%, 7%, 6%, -0.6%, 2, i, 2%, 0%
> CC12CCCCC1N(O)CN2O (centres undefined)
    -8%, -8%, 2%, -2%, 2.3%, 17, i, -13%, -4%
> OC1C2CN3CN(C2)CC1(c1ccccc1)C3 (centres undefined)
    -2%, 5%, -17%, 0%, -0.3%, -10, i, -19%, 0%
> O=C(c1ccc2c(c1)N(Cc1ccc(F)cc1)C(=O)c1ccccc1S2)N1CCC2(CC1)OCCO2
    ., -23%, -5%, ., 0.0%, ., ., ., -13%
> N#CC1c2ccccc2-n2nncc2CN1C(=O)CCc1ccccc1 (centres undefined)
    -8%, -29%, -3%, 19%, 0.0%, -4, i, 17%, -1%
> Cc1ccc(NC(=O)COc2ccc(-c3nn(C)c(=O)c4ccccc34)cc2)c(C)c1
    ., ., -10%, ., -0.4%, ., ., 18µM*, -15%
> CC(C)OS(C)(=O)=O
    15%, 10%, -2%, 16%, -1.2%, -9, i, 4%, -2%
> CC1CCSP(=O)(Oc2ccccc2)O1 (centres undefined)
    -13%, 1%, -108%, -2%, -0.6%, 9, i, 10%, 2%
> N#CCCn1cc(C(=O)Nc2ccc([N+](=O)[O-])cc2)c(-c2ccccc2)n1
    ., -27%, -13%, 5%, -0.2%, 12, i, 0%, 0%
> C#CCN(C)[C@H](C)Cc1ccccc1
    2%&2%&-13%, -21%, -40%, -17%, -0.3%, 20, i, 18%, 4%
> C[C@H]1[C@H](OC(=O)CCC(=O)NCc2ccc(C(=O)O)cc2)O[C@@H]2O[C@@]3(C)CC[C@H]4[C@H](C)CC[C@@H]1C24OO3
    -30%, -15%, -24%, ?, 11%, -8, i, 21µM*, 21µM*
> N#Cc1cc(F)c(N2CCNCC2)cc1Cl
    -8%, -3%, -10%, 2%, 0.3%, 33, i, -21%, -1%
> CCOc1ccc(NC(=O)C2C(C(=O)O)C3(Cl)C(Cl)=C(Cl)C2(Cl)C3(Cl)Cl)cc1 (centres undefined)
    2%, 0%, -22%, ?, 0.2%, 12, i, ?, 2%
> CN1CCc2cc3c(c4c2C1Cc1ccccc1-4)OCO3 (centres undefined)
    -30%, ?, -32%, ?, 4.5%, -54*, i, -1%, ?
> O=C(COC(=O)Cc1ccccc1)Nc1cc(S(=O)(=O)N2CCOCC2)ccc1N1CCCC1
    7%, -4%, -13%, -3%, 0.2%, -4, i, 6%, -2%
> CN1C2CCC1CC(OC(=O)CCN1CCCC1)C2 (centres undefined)
    3%, 3%, 2%, 1%, -0.6%, -4, i, 6%, 4%
> CN1CCN(c2nc(Cl)ncc2F)CC1
    4%, 12%, 2%, -25%, 0.2%, 4, i, -7%, -1%
> CNC(C)Cc1ccccc1Sc1ccc(O)cc1 (centres undefined)
    -26%, 1%, -24%, 9%, 3.4%, -17, i, -7%, -26%
> Cc1cccc(NC(=O)N2CCCC2)c1
    ., -8%, 10%, -13%, 0.4%, 1, i, -13%, 17%
> CCOC(=O)C1CCCN(c2ccc([N+](=O)[O-])c3nonc23)C1 (centres undefined)
    1%[11.3 µM], 37%[activator], -10%, 13%, 5.3%, -5, i, -27%, 18µM*
> O=[N+]([O-])c1ccc(NCc2ccccc2)c2nonc12
    -12%, 174%[activator], -1%, 0%, -0.7%[9.22 µM], 34, ?, 1%, -11%
> CCOP(=O)(OCC)C(Nc1ccccc1)c1cc(OC)ccc1OC (centres undefined)
    -3%, -12%, -23%, 10%, 0.7%, 0, i, ?, 2%
> NS(=O)(=O)c1ccc(CCNC(=O)c2ccc(Cl)c(S(=O)(=O)N3CCCCC3)c2)cc1
    -15%, ?, -30%, 30%, -0.2%, -5, ?, ., -11%
> C/C(=N\NC(=O)c1ccccc1)c1c(O)n(Cc2ccccc2)c(=O)[nH]c1=O
    38%, 7%, 5%, 3%, 3.6%, 5, i, 11%, -5%
> CCC(=Nc1cccc(C(F)(F)F)c1)c1c(O)n(C)c(=O)n(C)c1=O
    -9%, 0%, -33%, -6%, 0.4%, ., i, 7%, 1%
> CNS(=O)(=O)c1ccc(N=Cc2c(O)n(-c3ccc(C)cc3)c(=O)[nH]c2=O)cc1
    -2%, 21%, -29%, 7%, -0.2%, 8, i, 3%, 6%
> CNC(=O)Oc1ccc2ncccc2c1
    3%, -6%, 8%, -22%, 0.0%, 42, ?, -7%, -5%
> COc1cccc(C(c2nnnn2-c2ccc3c(c2)OCCO3)N2CCC(n3c(=O)[nH]c4ccccc43)CC2)c1OC (centres undefined)
    16µM*, ?, 13µM*, ., -1.1%, 32, i, ., .
> O=C1NC(=O)C(C(CC(=O)c2ccccc2)c2ccccc2)C(=O)N1 (centres undefined)
    ., -15%, -2%, -16%, 0.0%, 0, i, 2%, 1%
> ClCCN(CCCl)c1ccc(C2=NCCc3ccccc32)cc1
    -34%, ?, -29%, ?, 9.9%, -78*, ?, -25%, ?
> COc1cc2c(cc1OC)C(C)NCC2 (centres undefined)
    3%, 2%, -5%, 4%, -1.2%, 10, i, -2%, -11%
> Cc1ccc(N2C(=O)NC(=O)/C(=C\c3ccoc3)C2=O)cc1
    31%, 54%[activator], -9%, ?, 0.2%, 3, i, 13%, 1%
> NC1=C([N+](=O)[O-])C(c2ccc3c(c2)OCO3)c2c(c3ccccc3oc2=O)O1 (centres undefined)
    -7%, 1%, -5%, -2%, 6.8%, 14, i, 13%, 0%
> Cc1ccc(-c2cc(-c3ccc(C)cc3)[n+](C)o2)cc1
    -35%, 7.1µM*, -30%, -48%[inhibitor], 0.3%, 0, i, 5.2µM*, ?
> C[C@]1(O)CCC2C3CC[C@@H]4CC(=O)CC[C@]4(C)C3CC[C@@]21C (some centres undefined)
    5%, 0%, -27%, 15%, -0.2%, 14, i, 10%, -3%
> CC(=O)NC1C(OC(=O)Cc2ccccc2)OC(COC(C)=O)C(OC(C)=O)C1OC(C)=O (centres undefined)
    11%, -10%, -24%, -17%, 3.2%, 21, i, 4%, 5%
> Cc1cc(/C=C2\C(=O)NC(=O)N(Cc3ccccc3Cl)C2=O)c(C)n1-c1ccc(C(=O)O)cc1
    -1%, -2%, -3%, 1%, 0.3%, 1, ., 18%, -2%
> CCOP(=O)(OCC)c1nc(-c2ccc(Cl)cc2)oc1NCc1ccccc1
    ., ?, -62%, 2%, 7.1%, -54*, i, ?, -20%
> O=S(=O)(c1ccccc1)C1CN1c1c(F)c(F)c(F)c(F)c1F (centres undefined)
    1%, ., ., ., 9.2%, 0, i, ., .
> O=c1ccc2c(O)c3ccoc3cc2o1
    -16%, -8%, -58%, 11%, 3.8%, 0, i, 4%, 7%
> Fc1ccc(NC(=S)N2Cc3ccccc3-n3nncc3C2)cc1
    7%, 1%, -4%, ., 5.3%, 17, i, ., .
> COC(=O)C1=C(c2ccccc2)C[C@@H]2CC[C@H]1N2C(=O)NCc1ccc(F)cc1
    2%, 6%, 4%, -1%, -2.0%, -16, i, -2%, -1%
> Cc1nn(CC(C)C)c(Cl)c1C(=O)NC1CCC(C)CC1 (centres undefined)
    85%[activator], -13%, -11%, 0%, 1.7%, 33, i, ?, 3%

Bioassay records deposited in PubChem BioAssay by National Center for Advancing Translational Sciences (NCATS).
